SENP1 FRET inh: blocks the human SENP1 SUMO protease catalytic domain. inhibition, % at 10 µM. 0.21% of 360,000 active. recombinant SENP1 catalytic domain, CyPet-SUMO1-YPet FRET cleavage. Q9P0U3. AID 624204;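 active = inhibition at least 30% at 10 µM, raw YFP signal under a set limit, fluorescence ratio 0.5 to 1.5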;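 note: 0% = enzyme with DMSO and 100% = no enzyme wells; some results filed as inactive read as strong as hits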
Target sequence (Q9P0U3 419-644 limits assumed): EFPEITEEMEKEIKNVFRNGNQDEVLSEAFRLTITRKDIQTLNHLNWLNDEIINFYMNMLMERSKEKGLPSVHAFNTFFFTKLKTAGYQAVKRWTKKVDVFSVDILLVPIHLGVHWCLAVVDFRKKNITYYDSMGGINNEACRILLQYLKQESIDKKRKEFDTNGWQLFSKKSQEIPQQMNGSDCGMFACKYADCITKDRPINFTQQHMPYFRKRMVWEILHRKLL
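System: Recombinant human SENP1 catalytic domain, His6-tagged | Incubation: Enzyme reaction for 50 min at room temperature, dark | Medium: Tris pH 8 with BME, BSA, NP40 and catalase | Also added: 25 nM SUMO1 FRET substrate | Compound: 10 µM single point, 0.5% DMSO | Measured by: FRET fluorescence in CFP and YFP emission channels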
NALP3 yeast inh: inhibitors of NALP3 inflammasome in yeast | 0.39% of 330,000 active | AID 2825 | inhibition, % at 10 µM | Yeast reconstituted NLRP3/ASC/caspase-1, beta-gal luminescence, 24 h;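 active = inhibition of 50% or more; inactive = inhibition below 50%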;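 note: plate controls were induced DMSO wells for no effect and uninduced yeast grown without galactose for full effect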
MIN6 prolif: MIN6 beta-cell proliferation induction | MIN6 cells proliferation, ATPlite luminescence, 48 h; cells starved in 0.2% serum; 100% = growth in 10% serum | AID 2380 | 0.29% of 330,000 active | proliferation, % at 10 µM;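 active = compounds whose signal lies at least 3.5 SD above the mean of all wells on their plate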;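 note: 0% = DMSO-treated cells in low-serum medium and 100% = 10% serum control; some compounds called inactive have numbers as strong as hits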
APOBEC3G inh: blocks human APOBEC3G single-stranded DNA deamination | Q9HC16 | recombinant A3G, ssDNA deamination FAM/TAMRA fluorescence | inhibition, % at 20 µM | 0.28% of 330,000 active;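 active = inhibition of at least 40% at 20 µM, with no more than 30% in the related APOBEC3A deaminase screen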;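 note: plate controls were DMSO wells with A3G for no effect and wells lacking A3G enzyme for full effect; some compounds called inactive have numbers as strong as hits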
Target sequence (Q9HC16 whole entry, looked up): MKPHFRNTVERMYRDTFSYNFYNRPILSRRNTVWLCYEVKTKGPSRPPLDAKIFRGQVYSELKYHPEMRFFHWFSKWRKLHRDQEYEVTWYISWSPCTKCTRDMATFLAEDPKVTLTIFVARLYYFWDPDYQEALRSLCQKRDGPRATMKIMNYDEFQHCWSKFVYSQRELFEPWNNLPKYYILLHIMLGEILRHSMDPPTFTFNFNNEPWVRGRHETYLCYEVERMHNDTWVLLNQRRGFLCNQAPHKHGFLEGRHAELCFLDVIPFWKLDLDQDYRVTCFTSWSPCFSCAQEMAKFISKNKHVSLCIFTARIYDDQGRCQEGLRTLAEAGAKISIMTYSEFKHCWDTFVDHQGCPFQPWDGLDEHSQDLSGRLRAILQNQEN
hIAP block: blocks human intestinal alkaline phosphatase. purified IAP, CDP-Star luminescence, 30 min. inhibition, % at 10 µM. AID 2544. 0.12% of 330,000 active. P09923;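 active = inhibition reaching a set limit with compound at 10 µM in the primary screen, cut at about 35% in these data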;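 note: plate controls were DMSO wells with enzyme for no effect and no-enzyme buffer wells for full effect; values of inactives mirror those of a sister screen read the other way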
hIAP activ: human IAP activation; P09923; purified human IAP, CDP-Star luminescence, 30 min; hits give high values; 1 = vehicle-only enzyme, 0 = enzyme-free background; activation factor at 10 µM; 0.16% of 330,000 active; AID 2524;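 active = activation factor of the enzyme at least 2-fold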; note: the source names both 10 and 20 µM as test concentration; values of inactives mirror those of a sister screen read the other way
A3A deaminase: blocks human APOBEC3A ssDNA deamination. 0.41% of 330,000 active. recombinant A3A, FAM/TAMRA ssDNA deamination fluorescence. inhibition, % at 20 µM. P31941;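 active = at least 40% inhibition at 20 µM here, with at most 30% in a related deaminase screen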;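 note: plate controls were A3A with DMSO for no effect and wells lacking A3A enzyme for full effect; some results filed as inactive read as strong as hits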
Target sequence (P31941 whole entry, looked up): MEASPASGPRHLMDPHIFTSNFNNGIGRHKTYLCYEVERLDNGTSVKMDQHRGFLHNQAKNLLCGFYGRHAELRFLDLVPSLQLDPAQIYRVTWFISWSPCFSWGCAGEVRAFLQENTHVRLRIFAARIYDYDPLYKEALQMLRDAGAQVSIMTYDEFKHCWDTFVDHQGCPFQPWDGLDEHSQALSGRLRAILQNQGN
mIAP act: mouse IAP activation | activation factor at 10 µM | AID 2805 | 0.24% of 330,000 active | muIAP, CDP-Star luminescence, 30 min; hits give high values; 1 = vehicle-only enzyme signal, 0 = enzyme-free wells;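 active = activation factor of at least 2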; note: the source names both 10 and 20 µM as test concentration; values of inactives mirror those of a sister screen read the other way
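Assay system: mouse IAP enzyme / Compound: DMSO-dissolved test compounds / Timing: 30 min, room temperature / Measured by: luminescence from enzymatic CDP-Star hydrolysis / Control set: DMSO-only wells, enzyme-free buffer wells as negative control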
mIAP inh: blocks mouse intestinal alkaline phosphatase. 0.2% of 330,000 active. AID 2806. inhibition, % at 10 µM. purified mouse IAP, CDP-Star luminescence, 30 min;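 active = inhibition of at least 40% at 10 µM in the primary screen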;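 note: plate controls were DMSO with enzyme for no effect and no enzyme wells for full effect; values of inactives mirror those of a sister screen read the other way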
Active calls of the source: *; / = not tested or not shown. A portion of the library (hit frequency here may not be typical).

item	compound	SENP1 FRET inh	NALP3 yeast inh	MIN6 prolif	APOBEC3G inh	hIAP block
1	Cc1ccc(S(=O)(=O)c2nc(S(C)(=O)=O)sc2N2CCC3(CC2)OCCO3)cc1	2	15	2	4	-21
2	COCCNC(=O)c1ccc2c3n(nc2c1)-c1ccc(Cl)cc1CO3	-4	7	-1	-11	-1
3	O=C(N=Nc1c(O)[nH]c2ccccc12)c1cc(NS(=O)(=O)c2cccs2)cc(NS(=O)(=O)c2cccs2)c1	0	9	-4	2	3
4	COC(=O)c1[nH]c2ccccc2c1NC(=O)CN1CCN(C(=O)c2ccco2)CC1	2	13	-1	-5	-14
5	CN(C)S(=O)(=O)c1ccc2nnn(O)c2c1	0	1	0	-8	2
6	CCOc1ccc(NC(=O)C(=O)NCCCn2ccnc2)cc1	3	-9	1	-8	2
7	CC(=O)Nc1ccc(NC(=O)C(C)OC(=O)CCCN2C(=O)c3cccc4cccc(c34)C2=O)cc1 (stereo not given)	-2	18	6	6	-3
8	CCc1ccccc1NC(=O)C1CCCN(c2ncccn2)C1 (stereo not given)	3	5	7	-9	23
9	O=S(=O)(Nc1ccc(N2CCOCC2)cc1)c1c(F)cc(F)cc1Br	2	16	-5	-14	-3
10	CN1C(=O)C(CC(=O)Nc2ccc(F)cc2)N(NC(=O)c2cccc(F)c2)C1=S (stereo not given)	0	-13	-3	-1	-14
11	O=C(COC(=O)Cc1cccc(C(F)(F)F)c1)NC1CC1	1	17	2	-10	-6
12	COc1ccc(OCC(=O)Nc2ccc(NC(=O)c3ccccc3Cl)c(OC)c2)cc1	-1	12	-1	-6	0
13	COc1ccc(NC(C)C(=O)Nc2ccc(C(C)(C)C)cc2)cc1Cl (stereo not given)	1	13	-4	2	-4
14	COc1cc(O)c(C(CCN2CCCC2)c2cc(OC)c(OC)c(OC)c2)c(OC)c1 (stereo not given)	-7	18	-1	11	17
15	CCOC(=O)N1CCN(c2ncnc3c2[nH]c2ccc(F)cc23)CC1	-10	1	-3	-4	0

item	hIAP activ	A3A deaminase	mIAP act	mIAP inh
1	1.2	9	0.97	2
2	1	-4	1.1	-15
3	0.97	0	0.99	1
4	1.1	-3	1	0
5	0.98	8	0.96	4
6	0.98	-5	1	-2
7	1	8	1.1	-9
8	0.77	-3	0.96	4
9	1	-5	0.9	10
10	1.1	-3	1.1	-7
11	1.1	4	1.1	-7
12	1	-4	1.1	-9
13	1	5	1	-5
14	0.83	6	0.96	4
15	1	-1	1	-4

Single records, from the list above. Values in the order: SENP1 FRET inh, NALP3 yeast inh, MIN6 prolif, APOBEC3G inh, hIAP block, hIAP activ, A3A deaminase, mIAP act, mIAP inh
Shown for CN(C)S(=O)(=O)c1ccc2nnn(O)c2c1 : 0, 1, 0, -8, 2, 0.98, 8, 0.96, 4
Shown for O=C(COC(=O)Cc1cccc(C(F)(F)F)c1)NC1CC1 : 1, 17, 2, -10, -6, 1.1, 4, 1.1, -7
Shown for COc1ccc(OCC(=O)Nc2ccc(NC(=O)c3ccccc3Cl)c(OC)c2)cc1 : -1, 12, -1, -6, 0, 1, -4, 1.1, -9
Shown for CCOC(=O)N1CCN(c2ncnc3c2[nH]c2ccc(F)cc23)CC1 : -10, 1, -3, -4, 0, 1, -1, 1, -4
Shown for COC(=O)c1[nH]c2ccccc2c1NC(=O)CN1CCN(C(=O)c2ccco2)CC1 : 2, 13, -1, -5, -14, 1.1, -3, 1, 0

4 compounds picked at random from those above:
item	compound	SENP1 FRET inh	NALP3 yeast inh	MIN6 prolif	APOBEC3G inh	hIAP block
11	O=C(COC(=O)Cc1cccc(C(F)(F)F)c1)NC1CC1	1	17	2	-10	-6
2	COCCNC(=O)c1ccc2c3n(nc2c1)-c1ccc(Cl)cc1CO3	-4	7	-1	-11	-1
13	COc1ccc(NC(C)C(=O)Nc2ccc(C(C)(C)C)cc2)cc1Cl (stereo not given)	1	13	-4	2	-4
1	Cc1ccc(S(=O)(=O)c2nc(S(C)(=O)=O)sc2N2CCC3(CC2)OCCO3)cc1	2	15	2	4	-21

item	hIAP activ	A3A deaminase	mIAP act	mIAP inh
11	1.1	4	1.1	-7
2	1	-4	1.1	-15
13	1	5	1	-5
1	1.2	9	0.97	2

Two compounds from above, limited to hIAP block:
| nr | SMILES | hIAP block |
| --- | --- | --- |
| 5 | CN(C)S(=O)(=O)c1ccc2nnn(O)c2c1 | 2 |
| 13 | COc1ccc(NC(C)C(=O)Nc2ccc(C(C)(C)C)cc2)cc1Cl (stereo not given) | -4 |

More compounds.
item	compound	SENP1 FRET inh	NALP3 yeast inh	MIN6 prolif	APOBEC3G inh	hIAP block
16	O=C(NCCC1=CCCCC1)C1CCN(S(=O)(=O)N2CCCC2)CC1	3	11	-3	-4	5
17	COc1cc(C(C)=O)ccc1OCCCOc1cccc2cccnc12	5	10	-1	-7	9
18	CSc1nnc(-c2sc(-c3ccccc3)nc2C)n1C	0	12	0	-3	6
19	O=c1c2[nH]c3ccccc3c2ncn1CCCn1ccnc1	1	6	1	-5	17
20	C/C(CCC(=O)OC[C@H]1O[C@H](C#Cc2ccccc2)C=C[C@@H]1Oc1ccc(C)cc1)=N\OC[C@@H](O)[C@H]1O[C@@H]2OC(C)(C)O[C@@H]2[C@H]1O	/	5	-7	-1	6
21	O=c1cc(-c2ccc(O)cc2)oc2c(C3OCC(O)C(O)C3O)c(O)c(C3OC(CO)C(O)C(O)C3O)c(O)c12 (stereo not given)	-13	10	-2	-4	-1
22	COc1cc(/C=C2\SC(=S)N(NC(=O)c3cccc(O)c3)C2=O)ccc1O	24	23	-2	0	26
23	NC(=O)C1CCCN1S(=O)(=O)c1ccc2ccccc2c1 (stereo not given)	2	6	3	-5	0
24	COc1ccccc1/C=N/NC(=O)c1cccc2ccccc12	0	27	-3	-1	-3
25	CCOc1ccc(/C(=N\O)C(C)NO)cc1 (stereo not given)	2	-8	-2	-6	-19
26	Cc1cc(NC(=O)CCC(=O)N(c2ccc(F)cc2)C(C(=O)NC2CCCC2)c2cccnc2)no1 (stereo not given)	4	-3	1	-13	-2
27	Cc1csc2nc(CSc3nc4ccccc4o3)cn12	1	29	-1	0	6
28	CCOC(=O)N1CCN(C(=O)CSc2nc(=O)n3ccccc3n2)CC1	-1	5	-5	2	9
29	COc1ccccc1C(=O)N1CCN(C2CCN(Cc3ccccc3)CC2)CC1	0	22	1	1	-4
30	Cc1ccc(-c2cc(C(=O)N/N=C/c3ccc(Cl)cc3)n[nH]2)o1	-1	17	0	0	-51

item	hIAP activ	A3A deaminase	mIAP act	mIAP inh
16	0.95	-5	1.1	-5
17	0.91	-7	1	-5
18	0.94	5	0.91	10
19	0.83	1	1	-1
20	0.94	-2	1.1	-8
21	1	-2	0.57	43*
22	0.74	3	0.71	29
23	1	2	1	-3
24	1	-3	1.1	-6
25	1.2	-4	1.1	-10
26	1	-5	1	-2
27	0.94	2	0.91	9
28	0.91	0	1.1	-8
29	1	1	1.1	-10
30	1.5	3	0.97	3

More records:
item	compound	SENP1 FRET inh	NALP3 yeast inh	MIN6 prolif	APOBEC3G inh	hIAP block
31	COc1ccc(CN(Cc2cccnc2)S(=O)(=O)c2ccc(-n3cnnn3)c(C)c2)cc1OC	-6	-2	0	-1	-20
32	CSc1nnc(C)c(=O)n1COC(=O)COc1ccc(Cl)cc1	5	8	0	-5	-3
33	Cc1ccc(C)c(OCC(=O)Nc2nonc2NC(=O)COc2cc(C)ccc2C)c1	2	15	-4	-7	-16
34	O=C1c2ccccc2C(Nc2ccc3c(c2)OCCO3)N1Cc1ccccc1 (stereo not given)	-2	7	-2	-7	19
35	CCOC(=O)C[n+]1c(C)csc1C	2	8	0	-4	11
36	Nc1cccc(CCc2ccncc2)c1	-3	10	-3	3	-5
37	O=C1NC2=C(C(=O)CCC2)C(c2ccc3ncccc3c2)N1 (stereo not given)	3	11	1	-6	5
38	O=C(c1ccccc1)c1c[nH]c(C(=O)NCCCN2CCOCC2)c1	1	4	4	-5	-16
39	Cn1c2ccc(Cl)cc2c2nc3ccccc3nc21	-32	11	8	-2	6
40	CCC1(c2ccc(F)cc2)NC(=O)N(CC(=O)N2CCc3ccccc3C2)C1=O (stereo not given)	1	4	-2	-10	0
41	Cc1ccc(SCCn2nc(C(=O)O)c3ccccc3c2=O)cc1	4	27	-2	-3	8
42	CC(C(=O)Nc1sc2c(c1C(=O)NCc1ccco1)CCCC2)N1C(=O)c2ccccc2C1=O (stereo not given)	1	-2	0	0	5
43	COc1ccccc1N1CCN(C(=O)c2ccc(S(=O)(=O)N3CCCCC3)cc2)CC1	2	5	0	-7	-24
44	COc1ccc(NC(=O)NCc2ccccn2)cc1OC	2	17	-1	6	1
45	CCCC(=O)Nc1cccc(-c2nc3cc(C)c(C)cc3o2)c1	-3	20	-2	-1	-6
46	Cc1cccc(NC(=O)CSCC(=O)Nc2ccccc2C(=O)NC2CC2)c1	-1	5	4	-6	6
47	O=C(Nc1cc2c(oc1=O)CCCC2=O)c1ccc(Cl)cc1	4	9	-2	46	10
48	O=C(CNC(=O)c1ccc(Br)o1)NCc1ccccc1	4	1	3	-2	15

item	hIAP activ	A3A deaminase	mIAP act	mIAP inh
31	1.2	0	1.2	-20
32	1	-3	1	0
33	1.2	-5	1.1	-6
34	0.81	7	0.93	7
35	0.89	-3	0.92	8
36	1.1	-3	0.99	1
37	0.95	-4	1	-2
38	1.2	-3	1	-2
39	0.94	1	0.89	11
40	1	1	0.97	3
41	0.92	2	0.98	2
42	0.95	0	0.9	10
43	1.2	-5	1.1	-5
44	0.99	6	0.94	6
45	1.1	-3	1.1	-6
46	0.94	2	0.98	2
47	0.9	70	1.1	-7
48	0.85	-1	0.94	6

Assay outcomes: PubChem BioAssay, Sanford-Burnham Center for Chemical Genomics
